DYRK1A inh = inhibitors of rat Dyrk1A kinase. Q63470. 0.43% of 310,000 active. inhibition, % at 12.5 µM. ADP-Glo luminescence, NFATc1 peptide; in the data active means inhibition above about 50%;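 further: plate controls were vehicle with enzyme for no effect and no enzyme for full effect; many of its hits are not listed in these tables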
KCNK3 block = human KCNK3 channel inhibition, primary screen; O14649; CHO-KCNK3 thallium flux, FluxOR fluorescence; stronger effect = lower value; B-score at 10 µM; 0.84% of 340,000 active; AID 602410;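 active means B-score under library mean minus 4 SD, starting fluorescence ratio at most library mean plus 5 SD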;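 further: more negative B-score means stronger inhibition of thallium flux through KCNK3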
Target sequence (O14649 whole entry, looked up): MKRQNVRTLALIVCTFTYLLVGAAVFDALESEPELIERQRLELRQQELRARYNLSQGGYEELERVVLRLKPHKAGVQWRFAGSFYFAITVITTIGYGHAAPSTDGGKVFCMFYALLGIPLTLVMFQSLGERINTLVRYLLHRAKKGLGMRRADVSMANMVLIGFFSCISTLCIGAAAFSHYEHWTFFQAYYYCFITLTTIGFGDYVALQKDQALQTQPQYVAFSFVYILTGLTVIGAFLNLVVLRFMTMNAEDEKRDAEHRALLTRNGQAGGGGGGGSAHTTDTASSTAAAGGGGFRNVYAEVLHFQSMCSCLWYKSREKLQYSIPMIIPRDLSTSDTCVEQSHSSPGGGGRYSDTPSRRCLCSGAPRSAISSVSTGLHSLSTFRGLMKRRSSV
Platelet DG rel = modulates dense granule release in human platelets; 0.22% of 300,000 active; human platelet-rich plasma, SFLLRN dense granule ATP release, luminescence; inhibition, %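 (compounds screened at 7.5 µM in platelet-rich plasma)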;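 active means mean replicate score, as percent of positive control, at or above 50; inconclusive means mean below 50 but at least one replicate at or above 50; inactive means mean and every replicate below 50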
hERG protect = shields human hERG channel from block by proarrhythmic agents; Q12809; CHO-hERG, FluxOR thallium flux, dofetilide IC70 present; activation (rescue from dofetilide block), less the hit threshold, % at 10 µM; 0.51% of 310,000 active; AID 1511;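 active means activation above the mean of controls blocked by dofetilide plus 5 SD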;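 further: thallium influx through hERG after potassium depolarization seen as dye fluorescence rise; in these data hits start at about 4.7%; inactives centre near -7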
TRPC4 PAM = TRPC4 (mouse) allosteric potentiation. HEK293 TRPC4beta/mu-opioid, DAMGO EC20, Fluo-4 Ca2+ flux; stronger effect = higher value. 0.42% of 310,000 active. Q9QUQ5. B-score at 10 µM;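 active means B-score of calcium response area above 5 SD of library B-scores, with initial fluorescence ratio within 5 SD of library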;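 further: B-score of integrated fluorescence ratio over time as area under calcium response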
KCNK9 inh = human KCNK9 channel inhibition; 1.2% of 310,000 active; B-score at 10 µM; HEK293 KCNK9, FluxOR thallium flux fluorescence; stronger effect = lower value;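 active means ratio B-score over 3 SD below the library mean, with starting fluorescence within 5 SD of its mean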;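 further: negative B-score means less thallium flux so channel inhibition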
KCNQ1 act = potentiates or activates the human KCNQ1 potassium channel. CHO-K1 KCNQ1, thallium flux FluxOR fluorescence; stronger effect = higher value. AID 2648. P51787. B-score at 10 µM. 0.35% of 310,000 active;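 active means fluorescence ratio B-score, a plate-corrected score, at least three library SD, with initial intensity B-score within 5 SD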
Target sequence (P51787 whole entry, looked up): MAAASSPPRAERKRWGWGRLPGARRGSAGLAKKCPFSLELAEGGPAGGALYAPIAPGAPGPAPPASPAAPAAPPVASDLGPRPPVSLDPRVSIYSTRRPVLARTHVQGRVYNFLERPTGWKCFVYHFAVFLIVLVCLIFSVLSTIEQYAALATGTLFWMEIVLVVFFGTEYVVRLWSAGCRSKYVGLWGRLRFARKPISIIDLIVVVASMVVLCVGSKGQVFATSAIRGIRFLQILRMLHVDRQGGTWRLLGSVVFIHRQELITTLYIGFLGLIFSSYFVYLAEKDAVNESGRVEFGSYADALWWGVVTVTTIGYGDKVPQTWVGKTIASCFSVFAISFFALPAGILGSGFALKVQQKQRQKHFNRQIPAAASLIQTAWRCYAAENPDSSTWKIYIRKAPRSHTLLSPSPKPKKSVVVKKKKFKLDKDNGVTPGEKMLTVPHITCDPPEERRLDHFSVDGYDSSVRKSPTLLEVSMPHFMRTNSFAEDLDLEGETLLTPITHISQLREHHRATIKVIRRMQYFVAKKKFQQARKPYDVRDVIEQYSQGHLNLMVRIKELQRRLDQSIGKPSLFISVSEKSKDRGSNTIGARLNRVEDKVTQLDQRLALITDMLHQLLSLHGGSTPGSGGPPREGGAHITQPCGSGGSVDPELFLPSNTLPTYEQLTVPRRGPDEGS
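Test system: CHO-K1 cells stably expressing KCNQ1 / Medium: assay buffer / Also added: depolarizing K+/Tl+ stimulus, K2SO4 and Tl2SO4 each 12.5 mM in 5x stock / Incubation: 90 min dye loading and 20 min compound exposure, both at room temperature / Signal: thallium influx via FluxOR fluorescence, kinetic imaging / Evaluation: B score of baseline-normalized fluorescence ratio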
TRPC4 block = TRPC4 (mouse) channel inhibition; Q9QUQ5; HEK293 TRPC4beta/mu-opioid, DAMGO-evoked Fluo4 calcium flux; stronger effect = lower value; B-score at 10 µM; 0.39% of 300,000 active; AID 2247;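 active means B-score over 3 SD under the library average, no early fluorescence shift, positive overall ratio signal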
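Assay system: Stable TRPC4beta/mu-opioid receptor HEK293 cells | Reagent: DAMGO in two steps, submaximal then maximal | Compound dosing: Single concentration per test compound | Signal: Fluo4 Ca2+ flux fluorescence | Evaluation: Per-well B score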
KCNQ1 inh = human KCNQ1 channel inhibition. 1.3% of 310,000 active. P51787. B-score at 10 µM. CHO-K1 KCNQ1, FluxOR thallium flux fluorescence; stronger effect = higher value. AID 2642;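 active means compounds whose thallium flux B-score, printed positive for inhibition, exceeds three library SD while starting fluorescence stays within three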;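 further: channel opened by potassium depolarization with thallium stimulus after 20 min compound exposure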
PolyA inh = yeast polyadenylation inhibition. S. cerevisiae SKY197-pL101 polyadenylation reporter, beta-gal luminescence; efflux-impaired pdr1/pdr3 knockout yeast; score 100 = 6 SD above DMSO. calls only at 12 µM. 0.02% of 300,000 active;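 active means lowest replicate activity score at least 50, where 100 means six control SD above control mean; inconclusive means lowest score under 50 but half or more replicates reach 50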;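 further: yeast exposed to compound for 9 h at 30 °C; higher score means more reporter readthrough which indicates perturbed polyadenylation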
TRPC4 agonist = TRPC4 (mouse) channel activation; B-score at 10 µM; Q9QUQ5; HEK293 TRPC4beta/mu-opioid, Fluo4 calcium fluorescence; stronger effect = higher value; 0.49% of 310,000 active;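 active means B-score above 5 SD of library B-scores, and initial fluorescence ratio not above library mean plus 5 SD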;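 further: positive B-score marks a calcium rise read as TRPC4 activation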
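System – HEK293 cells stably co-expressing mouse TRPC4beta and mu-opioid receptor · Signal – Fluo4 calcium-sensitive dye fluorescence, kinetic, 1 Hz baseline · Benchmarks – buffer (low) and maximal DAMGO (high) · Read-out – B score of integrated fluorescence ratio per well · Incubation – dye loading 45 min room temperature, 110 s kinetic read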
* marks the source's active call; other numbers are inactive results; i = inactive; ? = inconclusive; · = no result given. Some of the compounds tested; rates above refer to the full screens.

SMILES	DYRK1A inh	KCNK3 block	Platelet DG rel	hERG protect	TRPC4 PAM	KCNK9 inh	KCNQ1 act	TRPC4 block	KCNQ1 inh	PolyA inh	TRPC4 agonist
Brc1ccccc1-c1nnc2sc(Cc3ccccc3)nn12	·	i	1.8	-4.8	i	-15.1*	i	i	i	i	i
N/C(=N\OC(=O)COc1cc(Cl)c(Cl)cc1Cl)c1ccccn1	1.5	i	15.2	-8.2	i	i	i	i	i	i	i
O=C1CC(c2ccsc2)Sc2ccccc2N1 (stereo unspecified)	·	i	4.3	-11.3	i	i	i	i	i	i	i
COC(=O)C(C(=O)OC)C(CC(=O)c1ccc(C)cc1)c1cc(OC)c(OC)c(OC)c1 (stereo unspecified)	1.2	i	-1.5	-8.6	i	i	i	i	i	i	i
CC(=O)c1ccc(C(=O)Nc2nnc(-c3ccc(Cl)cc3)o2)cc1	-3.6	i	25.6	-3.0	i	i	i	i	i	i	i
CC(NC(=O)OCc1ccccc1)C(=O)NCC1CCCO1 (stereo unspecified)	3.9	i	0.8	-5.8	i	i	i	i	i	i	i
COc1ccc(NC(=O)c2c(-c3c(Cl)cccc3Cl)noc2C)c(OC)c1	-3.6	i	1.1	-5.7	i	i	i	i	i	i	i
CCOc1ccc(-c2noc(=O)[nH]2)cc1	-0.5	i	-0.7	-12.8	i	i	i	i	i	i	i
C/C(=N\NC(=O)c1ccc(NS(=O)(=O)c2cccs2)cc1)c1ccc2c(c1)OCO2	·	i	0.3	2.8	i	i	i	i	i	i	i
COc1cc(/C=C2/C(=O)N(c3ccc([N+](=O)[O-])cc3)N=C2N2CCOCC2)ccc1O	-8.4	i	6.8	-13.5	i	i	i	i	i	i	i
O=S(=O)(NNC(=S)Nc1ccc(S(=O)(=O)Nc2ncccn2)cc1)c1ccc(Br)cc1	-1.1	i	-2.4	-5.1	i	i	i	i	i	i	i
O=C(CSc1nnc2c3ccccc3c3ccccc3c2n1)Nc1ccccc1	·	·	-7.2	-15.1	i	i	i	i	i	i	i
O=C(/C=C/c1cccc(F)c1)N1CCN(c2ccccn2)CC1	4.8	i	4.8	-13.6	i	i	i	i	i	i	i
Nc1nc(SCc2nnc(SCC(=O)O)n2-c2ccccc2)nc2sc3c(c12)CCCC3	-12.2	i	1.8	-18.3	i	i	i	i	i	i	i
COc1cc2c(cc1OC)CN(CC(=O)Nc1ccc(C)c(S(=O)(=O)N3CCOCC3)c1)CC2	-2.7	i	1.1	-5.7	i	i	i	i	i	i	i
Cc1ccc(S(=O)(=O)Nc2ncc(C(F)(F)F)cc2Cl)cc1	2.9	i	0.6	-5.1	i	i	i	i	i	i	i
COC(=O)C(C)(C)ONC(=O)Nc1ccccc1	-1.2	i	7.0	-7.8	i	i	i	i	i	i	i
CCSc1nc2sc3c(c2c(=O)n1CC)CCC3	-6.5	i	-1.8	-4.2	i	i	i	i	i	i	i
O=C(/C=C/c1ccccc1)OCc1cnc(Cl)s1	0.3	i	-5.7	-3.2	i	i	i	i	i	i	i
COc1ccccc1CNC(=O)c1cn(C)c(=O)c2cc(OC)c(OC)cc12	4.7	i	1.8	1.3	i	i	i	i	i	i	i
CCOC(=O)C1CCN(c2c(NCc3ccc(C(=O)NC4CCCC4)cc3)c(=O)c2=O)CC1	0.1	i	-13.5	-4.7	i	i	i	i	i	i	i
CSCCC1NC(=O)N(CC(=O)Nc2ccc(Br)cc2Br)C1=O (stereo unspecified)	-8.2	i	?	-15.2	i	i	i	i	i	i	i
O=C(Nc1sc2c(c1-c1nc3ccccc3[nH]1)CCCC2)C1CC1	-2.2	i	-6.2	-3.0	i	i	i	i	i	i	i
CCN(CC)CCNC(=O)c1ccc(NC(=O)c2ccc(COc3ccccc3)cc2)cc1	-7.2	i	-11.2	-13.8	i	i	i	i	i	i	i
COc1cccc(CNC(=O)COc2cccc(-n3cnnn3)c2)c1	-0.4	i	3.6	-0.4	i	i	i	i	i	i	i
More records follow.
SMILES	DYRK1A inh	KCNK3 block	Platelet DG rel	hERG protect	TRPC4 PAM	KCNK9 inh	KCNQ1 act	TRPC4 block	KCNQ1 inh	PolyA inh	TRPC4 agonist
CC(C)OC(=O)c1cccc(NC(=O)CSc2nnc(N)s2)c1	·	i	-2.4	2.0	i	i	i	i	i	i	i
CN(C)S(=O)(=O)c1ccc(N2C(=O)CC2(/C=C/c2ccccc2)C(=O)NC2CCCC2)cc1 (stereo unspecified)	-7.2	i	-7.5	-4.8	i	i	i	i	i	i	i
O=C(Nc1ccccc1)C1CC(=O)n2ncnc2N1 (stereo unspecified)	-5.1	i	-16.3	-7.8	i	i	i	i	i	i	i
O=S(=O)(NCCN1CCCC1)c1ccc(C(F)(F)F)cc1	-3.2	i	5.0	-5.0	i	i	i	i	i	i	i
COc1ccccc1NC(=O)c1cc2ccccc2o1	1.9	i	3.3	-6.1	i	i	i	i	i	i	i
Cc1ccc(C(=O)O)cc1-n1c(=O)n(Cc2ccccc2)c(=O)c2[nH]cnc21	-0.7	i	1.4	-1.5	i	i	i	i	i	i	i
Cc1ccccc1NC(=O)c1ccc(-c2ccc(Cl)cc2Cl)o1	-4.6	i	7.6	-6.5	i	i	i	i	i	i	i
S=C(Nc1ccc(Cl)cc1)NC1CC2CCCC(C1)N2C1CCCC1 (stereo unspecified)	·	i	0.4	5.6*	i	i	i	i	i	i	i
CC1=NN(C(=O)CCc2ccc3c(c2)OCO3)C(O)(C(F)(F)F)C1 (stereo unspecified)	5.5	i	0.2	-12.6	i	i	i	i	i	i	i
CCN1CCN(C(=O)C(C)Nc2cc(Cl)c(OC)cc2OC)CC1 (stereo unspecified)	-5.7	i	-1.5	-10.5	i	i	i	i	i	i	i
COc1ccc(-c2nc3n(n2)C(c2ccccc2)C2=C(CCCC2=O)N3)cc1OC (stereo unspecified)	0.0	i	-5.9	-7.8	i	i	i	i	i	i	i
Fc1ccccc1NC(=S)N(CCCN1CCOCC1)Cc1cccnc1	·	i	8.2	-3.6	i	i	i	i	i	i	i
O=C(O)c1cccnc1SC1CC(=O)N(c2cccc3ccccc23)C1=O (stereo unspecified)	·	·	-10.7	0.2	i	i	i	i	i	i	i
O=[N+]([O-])c1ccccc1OCCCOc1cccc2cccnc12	·	i	-2.7	-14.3	i	i	i	i	i	i	i
Cc1nc2c(-c3ccc(F)cc3)c(C)nn2c(C)c1CCC(=O)N1CCN(c2ccccn2)CC1	0.5	i	-5.0	-10.0	i	i	i	i	i	i	i
CCOc1ccc(S(=O)(=O)NCCN2CCOCC2)c2ccccc12	2.2	i	2.2	-4.3	i	i	i	i	i	i	i
CCCOc1ccc(N2CC(C(=O)Nc3ccccc3C(=O)NC)CC2=O)cc1 (stereo unspecified)	·	i	-10.8	-6.1	i	i	i	i	i	i	i
O=C(CCCc1ccccc1)Nc1nnc(C(F)(F)F)s1	2.2	i	?	-16.4	i	i	i	i	i	i	i
Cc1onc(-c2c(F)cccc2Cl)c1C(=O)Nc1ccc(S(=O)(=O)Nc2ncccn2)cc1	0.3	i	-4.2	-3.6	i	i	i	i	i	i	i
CCOC(=O)N1CCN(C(=O)C(c2ccccc2)c2ccccc2)CC1	-5.5	i	0.1	2.1	i	i	i	i	i	i	i
CC(C)(C)NC(=O)NC(=O)COC(=O)c1cc[n+]([O-])cc1	-0.2	i	-1.0	-1.2	i	i	i	i	i	i	i
COc1cc2c(cc1OC)C(c1cccc(C)c1)CC(=O)N2 (stereo unspecified)	-5.1	i	-3.8	-10.9	i	i	i	i	i	i	i
Cc1ccc(-n2nc(C)c(=O)c(-c3ccccc3)c2NC(=O)c2cccs2)cc1	·	i	-15.4	-5.6	i	i	i	i	i	i	i
COc1cccc(N2C(=O)C(O)=C(C(C)=O)C2c2ccc(OC)c(OC)c2)c1 (stereo unspecified)	0.3	i	-4.1	-14.0	i	i	i	i	i	·	i
O=c1oc(-c2ccccc2NS(=O)(=O)c2ccccc2)nc2ccccc12	2.9	i	-1.6	-11.1	i	i	i	i	i	i	i
(next part)
SMILES	DYRK1A inh	KCNK3 block	Platelet DG rel	hERG protect	TRPC4 PAM	KCNK9 inh	KCNQ1 act	TRPC4 block	KCNQ1 inh	PolyA inh	TRPC4 agonist
Cc1ccccc1OCCCC(=O)Nc1ccc2c(c1)OCO2	-2.6	i	-0.2	-11.4	i	i	i	i	i	i	i
CCOC(=O)[C@@H]1[C@H]2COc3cc(OC)ccc3[C@@H]2N2C(=O)N(c3cccc(F)c3)C(=O)[C@]12C	7.3	i	5.6	-5.2	i	i	i	i	i	i	i
Cc1cccc(C)c1OCC(O)CNC(C)c1ccccc1 (stereo unspecified)	3.9	i	-2.7	-2.2	i	i	i	i	i	i	i
O=C(NCCCN1CCOCC1)c1ccccc1NS(=O)(=O)c1ccc(F)cc1	-2.3	i	0.8	-27.9	i	i	i	i	i	i	i
CCCC1(C(=O)OCC)NC(c2ccco2)C2C(=O)N(C)C(=O)C21 (stereo unspecified)	-2.9	i	0.6	-13.5	i	i	i	i	i	i	i
Cc1ccc(C(=O)Nc2nnc(-c3ccncc3)s2)o1	-3.6	i	-4.5	-10.2	i	i	i	i	i	i	i
Nc1nc2c(nc(Br)n2[C@@H]2O[C@@H]3COP(=O)(O)O[C@H]3[C@H]2O)c(=O)[nH]1	8.1	i	-0.6	-3.8	i	i	i	i	i	i	i
CCN1CCN(CCNC(=O)C2CCN(Cc3nc(-c4ccc(Cl)cc4)oc3C)CC2)CC1	·	·	0.4	-4.1	i	i	i	i	i	i	i
Cc1cc(C(=O)N/N=C/c2cccn2C)n[nH]1	-0.8	i	0.4	-6.3	i	i	i	i	i	i	i
Cc1ccc(S(=O)(=O)CC(=O)N2CCOCC2)cc1	·	i	3.3	-7.9	i	i	i	i	i	i	i
Cc1cccc(-n2cc[nH]c2=S)c1C	-3.4	i	6.4	0.5	i	i	i	i	i	i	i
COC(=O)c1ccc(CNC(=O)CN(CCC(C)C)S(=O)(=O)c2ccc3c(c2)OCCO3)cc1	3.8	i	1.5	-9.4	i	i	i	i	i	·	i
O=C(COC(=O)CCC(=O)c1ccc(F)cc1)Nc1cccc(S(=O)(=O)N2CCCC2)c1	3.6	i	58.6*	-12.1	i	i	i	i	i	i	i
O=C1Nc2ccc3sc4ccccc4c3c2C1=O	·	i	-5.4	-12.1	i	i	i	i	i	i	i
CC(C)CCNC(=O)C1C2C=CC3(CN(Cc4ccccc4Cl)C(=O)C13)O2 (stereo unspecified)	4.2	i	-0.2	-3.3	i	i	i	i	i	i	i
